# Casp6 inh: blocks human caspase-6 cleavage activity; P55212; purified caspase-6, Z-VEID-R110 cleavage fluorescence; inhibition, % at 12.5 µM; 350,000 compounds, 0.53% hits;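 active = mean inhibition across replicates at least about 35%, with every replicate also reaching that limit, limit read from the data; inconclusive = only one of the two criteria met; inactive = neither criterion met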;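 also: 0% = median of neutral control wells and 100% = no fluorescence left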
# RAD52 anneal inh: blocks human RAD52 DNA annealing | P43351 | recombinant RAD52 DNA annealing, FRET fluorescence | inhibition, % at 18.7 µM | 360,000 compounds, 0.46% hits | AID 651710;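 active = every replicate showing at least 50% inhibition; inconclusive = mean inhibition at least 50% but not in every replicate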
# Target sequence (P43351 whole entry, looked up): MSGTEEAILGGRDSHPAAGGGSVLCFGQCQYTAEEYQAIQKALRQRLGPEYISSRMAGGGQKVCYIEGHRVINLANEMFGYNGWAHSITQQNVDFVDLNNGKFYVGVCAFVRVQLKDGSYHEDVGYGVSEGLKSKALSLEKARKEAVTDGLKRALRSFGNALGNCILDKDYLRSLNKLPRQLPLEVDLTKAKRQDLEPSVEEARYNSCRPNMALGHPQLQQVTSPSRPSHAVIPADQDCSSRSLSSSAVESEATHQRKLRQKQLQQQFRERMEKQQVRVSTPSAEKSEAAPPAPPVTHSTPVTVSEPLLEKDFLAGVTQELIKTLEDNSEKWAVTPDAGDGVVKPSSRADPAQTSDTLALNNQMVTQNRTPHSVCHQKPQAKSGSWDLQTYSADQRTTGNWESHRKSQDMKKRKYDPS
# PglD inh: blocks C. jejuni PglD acetyltransferase activity; purified PglD enzyme, DTNB colorimetric CoA detection; inhibition, % at 12.5 µM; 360,000 compounds, 0.098% hits; AID 602405; in the data active = inhibition above about 16%, passing the limit was not always enough; inconclusive = no clear call, values can overlap the other calls; also: strong numbers were not always called active
# E-selectin induc: induces E-selectin expression in human endothelial cells. P16581. HUVEC E-selectin immunofluorescence imaging; normalized: neutral wells 0, TNF-alpha wells 100. activation, % at 7.58 µM. 260,000 compounds, 0.37% hits. AID 686992;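 active = mean E-selectin-positive cell signal at least 10% of the positive control, reached in at least 60% of replicates, without over 20% cell loss; inconclusive = no rule given, readout overlaps actives, possibly toxicity-flagged; inactive = the rest, including those meeting only one limit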;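 also: in these data hits start at about 27%; measured in HUVEC primary endothelial cells; signal is the percent of cells scored E-selectin positive by PE staining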
#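 assay system = HUVEC, human umbilical vein endothelial cells | input = 3,000 HUVEC seeded per well | medium = EGM-2 growth medium on 0.1% gelatin-coated wells | dosing = one compound dose added by pin transfer | signal = immunofluorescence imaging | read-out basis = % PE-positive cells | control set = TNF-alpha, DMSO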
# RAD54 inh: RAD54 (human) branch migration inhibition; inhibition, % at 10.4 µM; 360,000 compounds, 0.14% hits; RAD54 Holliday junction branch migration, FAM/BHQ fluorescence; AID 602329;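 active = mean normalized replicate activity at least 40 and at least half of replicates scoring 40 or more; inconclusive = only one of the two criteria met; inactive = mean below 40 and under half of replicates reaching 40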;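 also: 0% = median of neutral control wells and 100% = median of positive control wells; inhibitors cause a drop in the FAM fluorescence signal; in these data hits start at about 50%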
# ERp5 inh: ERp5 (human) disulfide isomerase inhibition | ERp5 insulin aggregation, absorbance 650 nm, 90 min | Q15084 | inhibition, % at 9.99 µM | 350,000 compounds, 0.05% hits;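 active = mean replicate inhibition above about 25%, with every replicate also reaching it, limit read from the data, passing the limit was not always enough; inconclusive = only one of those two criteria met; inactive = neither criterion met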
# Target sequence (Q15084 whole entry, looked up): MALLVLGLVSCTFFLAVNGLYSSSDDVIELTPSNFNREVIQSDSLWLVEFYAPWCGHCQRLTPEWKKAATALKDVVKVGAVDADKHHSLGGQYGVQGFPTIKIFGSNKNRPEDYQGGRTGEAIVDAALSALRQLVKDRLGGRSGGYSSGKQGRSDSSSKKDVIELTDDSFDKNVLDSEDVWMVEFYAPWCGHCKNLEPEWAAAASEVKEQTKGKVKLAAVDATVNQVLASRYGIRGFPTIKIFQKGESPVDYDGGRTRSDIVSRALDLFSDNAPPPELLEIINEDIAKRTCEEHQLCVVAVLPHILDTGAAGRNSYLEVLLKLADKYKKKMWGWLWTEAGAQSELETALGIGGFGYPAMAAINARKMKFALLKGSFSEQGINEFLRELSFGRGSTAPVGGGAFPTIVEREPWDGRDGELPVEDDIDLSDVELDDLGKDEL
# ARNT-TACC3 inh: disrupts binding between human ARNT and TACC3. Q9Y6A5. AlphaScreen His-ARNT PAS-B/GST-TACC3 binding, luminescence; TACC3 fragment carries E629A point mutation. 390,000 compounds, 0.66% hits. inhibition, % at 9.99 µM;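 active = mean inhibition of replicates at least 50% and at least half of replicates each reaching 50%; inconclusive = half or more replicates reach 50% but mean below 50%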;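 also: 0% = complete ARNT plus TACC3 wells and 100% = ARNT alone without TACC3; many hits fall short of the cut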
# esBAF inh: SWI/SNF esBAF complex inhibition. mouse ES cells, Bmi1-luciferase knock-in reporter, 24 h; 100% = twice the neutral-well signal. reporter increase, % at 12.5 µM. 350,000 compounds, 2% hits; in the data active = activation above about 40%; inconclusive = no clear call, values can overlap the other calls;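 also: 0% = median of the plate's neutral control wells and 100% = double that signal; a rise in the Bmi1 reporter signal indicates esBAF inhibition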
# The depositor's hits bear a star; ? = inconclusive; / = not tested or not shown; & = joins results of further samples. Compounds were not picked by outcome; about 3.2% have a hit in one of these screens.
SMILES,Casp6 inh,RAD52 anneal inh,PglD inh,E-selectin induc,RAD54 inh,ERp5 inh,ARNT-TACC3 inh,esBAF inh
COC(=O)c1cc2c(c3c4cc(C)ccc4n(S(=O)(=O)c4ccc(C)cc4)c13)C(=O)N(Cc1ccccc1OC)C2,2,-26,/,0.0,/,3,/,/
COC(=O)c1ccc(S(=O)(=O)NCc2ccco2)n1C,-1,4,/,0.1,/,1,-5,/
C[C@H](CO)N1C[C@H](C)[C@H](CN(C)Cc2ccc(-c3ccccc3)cc2)Oc2ccc(N(C)C)cc2C1=O,0,15,-1,/,-8,2,20,-2
CO[C@H]1CN(C)C(=O)c2cc(NC(=O)C3CCC3)ccc2OC[C@H](C)N(Cc2ccccn2)C[C@@H]1C,-1,-1,-5,0.0,-4,3,0,-1
Cc1cccc(NC(=O)COC(=O)CN2C(=O)c3ccccc3C2=O)c1,0,2,-5,/,5,4,/,5
CCS(=O)(=O)N(C)C[C@@H]1N[C@H](CO)[C@@H]1c1ccc(C#CC2CCCC2)cc1,-1,-48,/,-0.2,/,0,/,/
CSc1ccccc1C(=O)Nc1ncn[nH]1,0,-5,2,0.2,-3,2,12,-6
COc1cccc(S(=O)(=O)N[C@@H]2CC[C@@H](CCn3cc(-c4ccccc4OC)nn3)O[C@H]2CO)c1,1,-11,-3,-0.2,5,-2,8,5
CC(C)NC(=O)N(C)C[C@H]1Oc2ncc(C#CC3(O)CCCC3)cc2C(=O)N([C@@H](C)CO)C[C@@H]1C,-2,13,-1,-0.4,2,0,0,-5
O=C(O)c1cc(O)ccc1NC(=O)C(c1ccccc1)c1ccccc1,1,-3,1,/,8,3,-8,-6
OC(c1cccc(CN2CCCCC2)c1)c1ncc(-c2cccc3ccccc23)[nH]1 (centres undefined),-2,9,-1,0.3,12,-1,/,-9
COc1ccc(-c2nc(CN3CCC(C(=O)NC4CC4)CC3)c(C)o2)cc1OC,1,-4,3,?,6,/,4,3
O=C(CNC(=O)c1ccco1)N/N=C/c1ccc(C(=O)O)cc1,-6,-12,-5,/,0,-9,20,-6
CC1C(=NO)C(C)C(c2ccccc2)NC1c1ccccc1 (centres undefined),0,-8,-11,/,0,2,9,-4
O=C1CS/C(=N/N=C/c2ccc(OS(=O)(=O)c3ccccc3)cc2)N1,2,-15,/,-0.1,/,-5,1,/
O=C(c1cccc(C(F)(F)F)c1)N1CCN(S(=O)(=O)c2ccc(Cl)s2)CC1,-1,-4,0,/,-3,0,-2,/
Cc1ccc2c(c1)c1c3n2CCN(CCC#N)C3CCC1 (centres undefined),-2,-20,-4,6.8,-4,-2,/,7
COc1ccc(CN(C)C[C@H]2Oc3ccc(NS(=O)(=O)c4cn(C)cn4)cc3CC(=O)N([C@@H](C)CO)C[C@@H]2C)cc1,2,4,-1,-20,-2,-2,2,-2
COCCNC(=S)N(CCc1c(C)[nH]c2ccccc12)Cc1cccnc1,-9,-13,2,0.0,-3,8,2,1
Cc1ccc2nc(SCC(=O)NC3CCS(=O)(=O)C3)[nH]c2c1 (centres undefined),4,12,2,0.1,-6,-7,-4,1
COc1ccc2c(c1)OC[C@H]1[C@H]2N2C(=O)CN(C)C(=O)[C@@]2(C)[C@H]1c1ccccc1,-1,-3,-6,-0.1,-1,9,-5,-7
N#C[C@@H]1[C@H](c2ccccc2-c2ccccc2)[C@H](CO)N1C(=O)Cc1cccnc1,-3,1,/,0.1,/,0,/,/
CCOC(=O)c1c(C)[nH]c(C)c1S(=O)(=O)N(C)CC(=O)Nc1ccc(C)cn1,1,-13,-2,0.2,-4,3,-2,-6
COc1cc(-c2cc3nc(NCc4ccco4)ccn3n2)cc(OC)c1OC,2,-54,0,/,-10,1,/,1
O=C(CNC(=O)c1ccccc1Br)NCCSc1ccc(Br)cc1,-4,-16,4,-0.1,7,5,-5,-5
O=C(Nc1ccc(NC(=S)NC(=O)c2cccs2)cc1)c1ccco1,1,-141,-4,/,-12,-2,-7,20
COc1ccc(N=C2SC(C(=O)Nc3ccc(C(=O)O)cc3)CC(=O)N2Cc2cccs2)cc1 (centres undefined),6,-14,1,0.2,0,-1,0,-2
Cc1ccc(NC(=O)CSc2nnc3c(n2)[nH]c2ccccc23)cc1,-2,-1,-2,/,4,2,0,-5
C[C@H](CO)N1C[C@H](C)[C@@H](CN(C)Cc2cccnc2)Oc2cc(C#CC3CCCCC3)ccc2S1(=O)=O,1,4,-2,2.4,-2,2,9,-5
Cc1ccc2c(c1)N(C(=O)CCC(=O)NCCN1CCOCC1)CCO2,0,-3,-5,-0.7,1,5,1,5
O=C(NC1CCCC1)C(c1cccnc1)N(Cc1ccc(F)cc1)C(=O)c1csnn1 (centres undefined),1,-19,-6,/,-6,4,2,-4
CCN1[C@@H]2c3ccc(-c4cccc(C(=O)N(C)C)c4)c(=O)n3C[C@@H]2[C@@H](CO)[C@@H]1C(=O)N(C)C,1,0,1,0.0,7,-3,-5,-4
C[C@@H]1CN([C@@H](C)CO)C(=O)Cc2cc(NC(=O)Nc3cccc4ccccc34)ccc2O[C@@H]1CN(C)S(=O)(=O)c1cn(C)cn1,-1,6,-2,0.0,1,2,/,5
CO[C@@H]1CN(C)C(=O)c2cc(NC(=O)C3CC3)ccc2OC[C@@H](C)N(Cc2nccs2)C[C@@H]1C,2,19,2,-0.1,-4,3,-5,0
O=C(COc1cc(F)ccc1[N+](=O)[O-])NCCN1C(=O)CSC1=O,1,-36,7,1.9,4,-8,-2,-4
CC(=O)c1ccc(NC(=S)N2CCN(C(=S)Nc3ccc(C(C)=O)cc3)C(C)C2)cc1 (centres undefined),1,6,/,1.9,/,4,-5,/
CCS(=O)(=O)Nc1ccc2c(c1)C(=O)N(C)C[C@H](OC)[C@H](C)CN(C(=O)C1CCC1)[C@H](C)CO2,0,-3,-2,0.0,3,-1,-3,1
CC(C)(C)OC(=O)NCCCC[C@H](NC(=O)c1[nH]cnc1C(=O)Nc1ccc(CNC(=O)OC(C)(C)C)cc1)C(=O)OC(C)(C)C,-3,2,/,0.0,/,2,/,/
COC(=O)C1=C(C)N(Cc2ccccc2)C(=O)N[C@H]1c1cccc(C(F)(F)F)c1,/,/,-4,0.3,-9,/,-4,1
CCC(Oc1ccccc1)C(=O)OCC(=O)Nc1c(C)nn(-c2ccccc2)c1C (centres undefined),-1,-65,-1,-0.2,-8,4,/,-3
C[C@@H]1CCCCO[C@@H](CN(C)S(C)(=O)=O)[C@@H](C)CN([C@H](C)CO)C(=O)c2cc(NS(=O)(=O)c3ccc(F)cc3)ccc2O1,-4,6,-1,0.1,-1,2,-3,2
COc1cccc(NC(=O)NCCCSC2CCCCC2)c1,/,/,-4,/,2,/,-1,-3
Cc1cc2nnc(SCC(=O)NCc3ccco3)n2c2ccccc12,0,-12,2,-0.4,-9,-3,-11,/
Nc1nnc(N2CCCCCC2)s1,/,/,3,/,9,/,1,-3
Cc1cc(C)c(NC(=O)c2cc(=O)c3ccccc3o2)c(C)c1,-2,2,/,/,/,-5,2,/
C/C(CC(=O)Nc1ccc2c(c1)OCCO2)=N\NC(=O)COc1ccccc1,4,-14,5,/,3,2,1,2
COCCn1c(C)cc(C(=O)CSc2nc3ccccc3c(=O)[nH]2)c1C,/,/,1,/,1,/,-25,20
COc1ccc(NC(=O)N2C[C@H]3[C@@H](c4ccccc42)[C@H](CO)N3C(=O)C2CCCCC2)cc1,-1,4,1,0.1,9,2,-7,7
COc1ccccc1C(c1nnnn1Cc1ccco1)N1CCN(c2cccc(C)c2C)CC1 (centres undefined),/,/,-2,/,-4,/,4,-12
COc1cccc(C#Cc2cnc3c(c2)C(=O)N([C@H](C)CO)C[C@H](C)[C@@H](CN(C)C)O3)c1,3,36,3,0.0,12,0,/,-4
COc1cccc(-c2ccc([C@@H]3[C@@H](CO)N4C(=O)CN(C(=O)c5ccncc5)C[C@@H]34)cc2)c1,1,1,/,0.6,/,0,/,/
COc1ccc(NC(=O)CSc2nnc(Cc3ccccc3)c(=O)n2N)cc1,3,-2,1,/,-11,7,-2,1
C[C@H](CO)N1C[C@H](C)[C@H](CN(C)S(=O)(=O)c2ccc(-n3cccn3)cc2)OCc2cnnn2CCCC1=O,-2&1,4&-11,1&6,0.0,-9&4,0&1,9,-1&2
COc1ccccc1NS(=O)(=O)c1cccc(NC(=O)Cc2cccs2)c1,1,-42,-6,/,3,-1,-1,/
CCC(=O)c1ccc(N2CCCC2)c(F)c1,/,/,4,/,16,/,-2,57*
O=C(c1ccccc1)N1CC(=O)N2[C@H](C1)[C@H](c1ccc(-c3ccccc3)cc1)[C@@H]2CO,10,-24,/,0.0,/,-5,/,/
O=C(CNCc1cccs1)Nc1ccc(N2CCCCCC2)cc1,2,-3,/,-0.6,/,-6,/,/
CCCCc1ccc(NC(=S)NCc2cccnc2)cc1,-3,0,3,-0.1,13,-3,3,-17
COc1cc(NC(=O)N[C@@H](Cc2ccccc2)C(=O)O)cc(OC)c1,0,-1,-6,/,2,3,-2,-4
CCCCNC(=O)C1(C)CCN1C(=O)c1oc2ccccc2c1C (centres undefined),32,-1,0,-0.2,-8,2,/,1

# Sorted by SMILES length (low to high): 3 of the compounds above
SMILES,Casp6 inh,RAD52 anneal inh,PglD inh,E-selectin induc,RAD54 inh,ERp5 inh,ARNT-TACC3 inh,esBAF inh
COc1cc(NC(=O)N[C@@H](Cc2ccccc2)C(=O)O)cc(OC)c1,0,-1,-6,/,2,3,-2,-4
C/C(CC(=O)Nc1ccc2c(c1)OCCO2)=N\NC(=O)COc1ccccc1,4,-14,5,/,3,2,1,2
COc1ccccc1C(c1nnnn1Cc1ccco1)N1CCN(c2cccc(C)c2C)CC1 (centres undefined),/,/,-2,/,-4,/,4,-12

# The list goes on.
SMILES,Casp6 inh,RAD52 anneal inh,PglD inh,E-selectin induc,RAD54 inh,ERp5 inh,ARNT-TACC3 inh,esBAF inh
CCC(=O)N1CCCCN2[C@@H](CO)[C@H](c3ccc(C#CCOC)cc3)[C@@H]2C1,1,-9,-1,0.7,4,-1,0,0
COc1ccc(S(=O)(=O)N2CCN(C(=O)C3CC(=O)N(c4ccccc4F)C3)CC2)cc1OC (centres undefined),5,-5,-2,/,9,-14,-3,-8
CC(=O)N1CCN(CC(=O)Nc2c(Cl)ccc(C)c2Cl)CC1,0,4,2,-0.1,1,-10,-1,-5
CC(=O)NN1C(=O)/C(=C2/Sc3ccccc3N2C)SC1=S,2,-47,/,/,/,-1,-3,/
Cc1cc(=O)n2nc(N3CCCC(C(=O)N4CCc5ccccc54)C3)sc2n1 (centres undefined),/,/,2,/,-7,/,2,-4
O=C(C1CC1)N1CCCCN2[C@H](CO)[C@H](c3ccc(-c4cccc(F)c4)cc3)[C@@H]2C1,-2,1,3,0.2,5,0,-2,/
CC=Cc1ccc2n(c1=O)C[C@@H]1[C@@H](CO)[C@H](C(=O)NCC)[C@H]2N1Cc1cccc(Cl)c1 (mixture of isomers),4,-5,-5,-0.2,-4,10,2,-1
Cc1cc(C)n2nc(C(=O)NCC(=O)Nc3ccc(F)c(F)c3)nc2n1,2,-2,/,0.5,/,-6,-1,/
CC(C)NS(=O)(=O)c1ccc(NC(=O)C(C)Oc2ccc(C(=O)c3ccccc3)cc2)cc1 (centres undefined),0,-16,/,/,/,8,-4,/
